# PP5 inh – PP5 phosphatase inhibitors, primary screen, biochemical, fluorescence; Serine/threonine-protein phosphatase 5 (Homo sapiens), P53041; purified PP5c, OMFP substrate fluorescence; inhibition, % at 6.7 µM; 320,000 compounds, 0.18% hits; AID 1987, 2009;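 active = inhibition above the campaign's mean inhibition across all tested compounds plus 3 SD, cut at about 9.5% in these data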;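 note: 0% = DMSO only and 100% = 100 µM cantharidin control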
# CTSL1 counter – Fasciola hepatica cathepsin L1 inhibitors, primary screen, counter-screen for PFM18AAP inhibitor project, biochemical, QFRET, fluorogenic peptide substrate; inhibition, % at 5.96 µM; 300,000 compounds, 0.49% hits; recombinant F. hepatica cathepsin L1, Z-Leu-Arg-MCA fluorescence; AID 1906, 2009;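 active = inhibition above the mean of all tested compounds plus 3 SD, set per screening campaign, cut at about 17% in these data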;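 note: 0% = plate median of test compound wells and 100% = 1 µM Z-Phe-Ala-diazomethylketone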
# Efflux pump mplx – inhibitors of Candida efflux pumps in yeast, primary screen, S. cerevisiae, Nile Red, multiplex. S. cerevisiae Candida pump triplex. inhibition, % at 10 µM. 330,000 compounds, 0.44% hits;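 active = plate passing quality check with inhibition over a set limit, or well fluorescence over plate mean plus 4 SD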;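 note: Nile Red retained in pooled yeast measured as flow cytometry median fluorescence; 0% = buffer negative control and 100% = Enniatin B positive control; higher means more Nile Red kept so more efflux inhibition; some compounds called inactive have numbers as strong as hits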
# JMJD2C inh – inhibitors of GASC-1 histone demethylase, primary screen, biochemical, fluorescence, DELFIA europium | Lysine-specific demethylase 4C (Homo sapiens), Q9H3R0 | GST-JMJD2C(1-420) H3K9me3 demethylation | inhibition, % at 2.35 µM | 330,000 compounds, 0.069% hits | AID 2099, 2009;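 active = more than half of a compound's replicate wells show inhibition beyond 50%, single wells judged on their own value; inconclusive = some, but no more than half, of replicates pass 50% inhibition; inactive = no replicate passes 50% inhibition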;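 note: signal counts dimethyl H3K9 product captured on neutravidin plate; 0% = median of DMSO wells and 100% = 0.3 times that DMSO median; strong numbers were not always called active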
# HCV core dimer – inhibitors of HCV core protein dimerization, primary screen, biochemical, TR-FRET, high-throughput; TR-FRET GST/Flag-core106 dimerization, 1536-well; inhibition, % at 5 µM; 300,000 compounds, 0.33% hits;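 active = inhibition above the mean of all tested compounds plus 3 SD, set per screening campaign, cut at about 45% in these data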
#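 Assay system: GST-tagged and Flag-tagged HCV core protein residues 1-106 / Times: compound-protein-antibody incubation 4 h at 22.5 °C / Signal: time-resolved FRET, ex 340 nm, em 617 and 671 nm / Evaluation: % inhibition based on acceptor/donor emission ratio / Benchmarks: wells lacking GST-core106 and wells with excess unlabelled core106 / Repeats: singlicate, one well per compound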
# PREPL inh – PREPL enzyme inhibitors, primary screen, biochemical, fluorescence polarization. Prolyl endopeptidase-like (Homo sapiens), Q4J6C6. 320,000 compounds, 0.68% hits. recombinant PREPL, fluorescence polarization activity-based probe. inhibition, % at 5.96 µM; in the data active = inhibition above about 43%;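 note: 0% = enzyme with DMSO and 100% = wells lacking enzyme; many of its hits are not listed in these tables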
# Target sequence (Q4J6C6 whole entry, looked up): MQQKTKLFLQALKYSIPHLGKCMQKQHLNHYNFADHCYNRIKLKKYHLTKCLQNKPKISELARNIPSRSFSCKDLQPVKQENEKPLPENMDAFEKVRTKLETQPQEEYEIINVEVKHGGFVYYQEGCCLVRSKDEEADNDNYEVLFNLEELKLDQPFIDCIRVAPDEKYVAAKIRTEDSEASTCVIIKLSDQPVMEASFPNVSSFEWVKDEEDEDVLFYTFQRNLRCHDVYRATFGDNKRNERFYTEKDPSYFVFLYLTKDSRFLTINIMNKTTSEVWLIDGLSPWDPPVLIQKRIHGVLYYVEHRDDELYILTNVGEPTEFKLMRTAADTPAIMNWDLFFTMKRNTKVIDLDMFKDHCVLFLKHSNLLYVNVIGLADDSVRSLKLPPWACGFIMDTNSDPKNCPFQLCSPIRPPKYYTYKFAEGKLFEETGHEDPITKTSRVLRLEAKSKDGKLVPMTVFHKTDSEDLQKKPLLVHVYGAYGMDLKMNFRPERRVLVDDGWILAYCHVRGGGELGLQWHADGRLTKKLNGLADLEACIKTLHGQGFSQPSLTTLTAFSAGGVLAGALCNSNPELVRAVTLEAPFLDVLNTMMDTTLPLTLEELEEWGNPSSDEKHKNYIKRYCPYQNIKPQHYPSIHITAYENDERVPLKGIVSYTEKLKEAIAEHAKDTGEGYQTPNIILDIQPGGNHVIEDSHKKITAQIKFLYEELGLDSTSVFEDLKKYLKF
# PP1 inh – PP1-alpha phosphatase inhibitors, primary screen, counter-screen for PP5 inhibitor project, biochemical, fluorescence, OMFP substrate, single point; Serine/threonine-protein phosphatase PP1-alpha catalytic subunit (Homo sapiens), P62136; purified PP1alpha; inhibition, % at 6.7 µM; 320,000 compounds, 0.9% hits; AID 2235, 2010;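 active = inhibition above the mean inhibition of all tested compounds plus 3 SD, computed separately for each screening campaign, cut at about 15% in these data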
# Target sequence (P62136 whole entry, looked up): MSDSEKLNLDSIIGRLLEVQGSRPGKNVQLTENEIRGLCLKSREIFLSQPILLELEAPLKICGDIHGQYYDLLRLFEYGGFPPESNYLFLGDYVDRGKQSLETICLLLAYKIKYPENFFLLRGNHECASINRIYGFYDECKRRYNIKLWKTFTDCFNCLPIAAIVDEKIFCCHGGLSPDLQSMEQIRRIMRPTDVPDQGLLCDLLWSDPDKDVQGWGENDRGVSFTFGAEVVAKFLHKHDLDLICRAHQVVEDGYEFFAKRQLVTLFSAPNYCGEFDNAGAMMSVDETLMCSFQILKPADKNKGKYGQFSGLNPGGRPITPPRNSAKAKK
# LYPLA2 counter – LYPLA2 inhibitors, primary screen, counter-screen for PME1 inhibitor project, biochemical, fluorescence polarization, FP-Rh probe ABPP. Acyl-protein thioesterase 2 (Homo sapiens), O95372. recombinant LYPLA2. inhibition, % at 5.9 µM. 320,000 compounds, 0.38% hits. AID 2177, 2009;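 active = inhibition above the screen-wide mean plus 3 SD, limit set per campaign, cut at about 26% in these data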;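 note: 0% = LYPLA2 with DMSO and 100% = wells lacking LYPLA2 enzyme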
# TPT1 inh – Candida albicans TPT1 enzyme inhibitors, primary screen, biochemical, fluorescence polarization; recombinant caTPT1, FP RNA substrate dephosphorylation; AID 1962, 2009; inhibition, % at 5 µM; 300,000 compounds, 0.81% hits; tRNA 2'-phosphotransferase TPT1 (Candida albicans SC5314);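 active = inhibition above the mean of all tested compounds plus 3 SD, set per screening campaign, cut at about 24% in these data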;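 note: plate controls were DMSO alone for no effect and ferristatin control at 100 nM for full effect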
# Starred values were filed as active, the others as inactive; u = inconclusive; x = no result given; & = joins results of further samples. This is a subset, so the mix of outcomes need not match the whole.
SMILES,PP5 inh,CTSL1 counter,Efflux pump mplx,JMJD2C inh,HCV core dimer,PREPL inh,PP1 inh,LYPLA2 counter,TPT1 inh
CN(/N=C/C=C/c1ccccc1)c1cc(=O)n(C)c(=O)[nH]1,0.7,8,-0.1,3,-8,-1,-4,1,1
O=C(CCCCCN1C(=O)c2ccccc2C1=O)Nc1nccs1,1.1,-1,0.1,4,1,-1,-1,5,-1
CCOc1ccccc1NC(=O)C1CCCN(S(=O)(=O)c2ccc3c(c2)C(C)(C)C(=O)N3C)C1 (stereo not given),1.2,0,0.0,17,3,-2,3,7,0
CS(=O)(=O)Cc1ccc(C(=O)NC2CCN(Cc3ccccc3)C2)cc1 (stereo not given),0.9,-1,-0.2,10,3,-10,0,-2,-2
CC(C)CCNC(=O)CSc1nc2ccsc2c(=O)n1NC(=O)c1ccccc1,-2.3,-4,-0.1,-19,2,3,-2,7,-3
CCOC(=O)c1ccc2ncc(C(=O)OCC)c(NCCN(C)C)c2c1,-1.0,66*,0.1,-3,-1,-3,1,1,-1
NC(=S)NNC(=O)c1cc(C(F)(F)F)cc(C(F)(F)F)c1,-2.1,1,0.1,1,0,-1,-1,-5,0
CC(NC(=O)c1ccccc1NC(=O)CN1CCc2ccccc2C1)c1ccccc1 (stereo not given),-3.1,-1,0.1,0,0,-5,6,-15,4
COc1ccc(OC)c(NC(=O)COc2coc(CN3CCc4ccccc43)cc2=O)c1,2.2,0,0.0,-5,-1,36,0,6,-2
CCOc1ccc(N(Cc2cc3ccc(C)cc3[nH]c2=O)S(C)(=O)=O)cc1,-0.8,0,-0.1,-24,5,-25,-3,-1,0
CC1C(=O)Nc2ccccc2N1C(=O)c1ccc(F)cc1 (stereo not given),1.1,-3,-0.2,-15,-6,2,-3,4,-2
COC(=O)Cc1cc(=O)n(-c2nc3ccccc3[nH]2)[nH]1,-0.8,-1,-0.1,-20,4,7,12,0,1
Cc1c(C(=O)NCC2CCCO2)oc2ccccc12 (stereo not given),5.4,x,-0.1,-1,x,14,-2,3,x
CCc1cccc(OCC(=O)N(C)CC(=O)Nc2cccc(F)c2)c1,0.6,0,-0.1,u,-4,24,-2,4,-3
O=c1c2ccccc2nc(N/N=C/c2ccc(O)cc2)n1O,-1.2,1,0.0,5,-4,1,-3,-9,-5
COc1cccc(C(=O)NCC(=O)OCC(=O)C(C)(C)C)c1,5.5,-8,-0.1,5,-2,4,-3,9,2
COc1cc(N2CCCC2)c(OC)cc1/C=C1/NC(=S)NC1=O,1.6,5,0.5*,2,-17,21,4,-11,131*
O=C(COC(=O)c1cccc(F)c1)NC(=O)NC1CCCC1,1.8,x,0.1,x,x,18,-2,4,x
COc1cccc(-c2c(C#N)c(N)nc3c2c(=O)nc2sccn23)c1,0.8,-2,0.1,-4,4,5,-6,0,4
COCCCNC(=O)/C(C#N)=C/c1c(N2CCN(c3ccccc3)CC2)nc2c(C)cccn2c1=O,3.5,3,0.0,1,21,44*,0,-1,-14
O=C(COC(=O)c1cccc(S(=O)(=O)N2CCOCC2)c1)Nc1nc(-c2ccccc2Cl)cs1,3.4,-18,0.1,-15,18,-3,6,-45,-3
COc1ccc(C(=O)c2sc3nc(-c4ccc(OC)cc4)ccc3c2N)cc1,1.3,-6,0.6,-11,-30,10,1,-9,54*
Cc1ccccc1NC(=O)C1CCCN(S(=O)(=O)c2ccc3c(c2)C(C)(C)C(=O)N3C)C1 (stereo not given),2.5,-1,0.1,-10,-5,7,0,0,-1
CC(=O)Nc1ccc(S(=O)(=O)NCCC(=O)Nc2cccc(Cl)c2)cc1,2.5,-3,0.1,-16,7,-8,-8,7,2
O=C(NCCc1ccc2c(c1)OCCO2)c1cc2ccccc2o1,2.8,0,-0.1,2,8,-34,3,-1,-2
Cc1occc1C(=O)N(C)Cc1nc(-c2ccccc2)no1,1.3,4,0.4,14,10,0,1,-4,1
CCOC(=O)/C=C1\SCC(=O)N1Cc1nnc(-c2ccccc2Br)o1,0.8,0,-0.2,-2,64*,-8,1,-7,31*
CC(NCc1ccc(S(N)(=O)=O)cc1)C(=O)Nc1cccc(Cl)c1 (stereo not given),1.9,-3,-0.1,-3,1,-4,-3,3,-1
COCCN1CCN(C(=O)C2CCC(=O)N(Cc3ccccc3F)C2)CC1 (stereo not given),2.5,0,0.0,1,-3,3,1,-5,0
NNC(=O)c1cc2sccc2s1,1.9,-6,0.1,2,-4,-7,-7,-12,4
Cc1cc(N2CCCCC2)nc2c(C)cccc12,-1.7,0,0.0,4,-4,1,2,3,-2
Cc1cc(NC(=O)CCC(=O)N(CC(=O)NCC2CCCO2)c2ccc3c(c2)OCCO3)no1 (stereo not given),0.1,-1,0.1,0,-3,2,0,-2,-3
Cc1cc(-c2ccc(C)c(S(=O)(=O)NCCCN(Cc3ccccc3)C(C)C)c2)on1,-2.5,3,0.0,2,-2,-18,-5,1,-3
COc1ccc(-c2noc(N3CCC(C(=O)Nc4cc(OC)ccc4OC)CC3)n2)cc1,2.4,0,-0.1,-11,14,3,-3,5,-2
COc1ccccc1C(=O)NC(=O)COC(=O)Cc1ccccc1[N+](=O)[O-],-0.3,-6,0.0,2,-1,-6,-3,7,-2
O=[N+]([O-])c1ccc(S(=O)(=O)NNC(=S)NCCc2ccccc2)cc1,0.2,3,-0.1,-7,-4,7,0,4,2
O=C(COc1ccc(Cl)cc1)N1CCCC1,4.5,0,0.1,4,-1,5,-7,6,-1
O=C1NCCCCC1NS(=O)(=O)c1ccc(F)c(F)c1 (stereo not given),-0.8,0,0.0,-25,3,-2,-4,-3,-4
O=C(Cc1cccs1)OCC(=O)c1ccco1,-2.1,-2,0.0,1,4,5,0,-1,3
O=C(N/N=C\c1cn(-c2ccccc2)nc1-c1ccccc1)c1ccc(Br)o1,4.0,1,0.1,-7,25,-3,3,-54,5
O=C1N/C(=C\c2nc3ccccc3s2)c2ccccc21,1.2,2,-0.1,-2,2,-46,3,-4,0
Cc1cc(OCC(=O)NNC(=S)NCC2CCCO2)cc(C)c1Cl (stereo not given),3.4,5,0.2,-2,4,7,0,11,-2
CSCCCNC(=O)c1ccc(OC2CCN(CCc3ccccc3)CC2)cc1,-3.6,-4,0.1,1,-1,15,1,0,1
O=C(CCC(=O)CCN1CCCCC1)CCN1CCCCC1,-3.2,-2,0.0,3,5,4,1,2,-8
COc1ccc(S(=O)(=O)N(C)CC(=O)Nc2ccc3c(c2)OCO3)cc1,0.9,-1,0.0,2,1,-7,1,5,-3
CNC(=O)c1ccc(Oc2ccc(C(=O)NC)cc2)cc1,-0.1,1,0.0,5,0,9,-2,1,-3
CCOC(=O)Cc1csc(NC(=S)NC(=O)c2ccc([N+](=O)[O-])cc2)n1,3.6,-2,0.7,-3,-11,12,1,9,-4
COc1ccc(-c2nn(CCC#N)cc2C(=O)Nc2cccc(C(=O)O)c2)cc1[N+](=O)[O-],-1.4,1,-0.2,7,9,-2,-3,1,-1
COc1cccc(C(=O)N[C@@H](CCSC)c2nc3ccccc3[nH]2)c1,-0.3,-2,-0.1,11,-2,-2,1,5,-5
CCN(CC)C(=O)CN1CCN(c2ncccn2)CC1,3.2,0,-0.2,4,0,9,1,0,0
CNC(=S)NCc1ccc(OC)cc1,-0.3,3,0.1,-4,-13,-7,13,4,0
CC(c1ccccc1)N1CC(C(=O)N2CCN(c3ccccc3)CC2)CC1=O (stereo not given),5.5,4,-0.2,-15,-4,18,-2,0,-1
COc1ccccc1C(C)NCC(=O)NC(=O)NCc1ccco1 (stereo not given),-0.4,4,-0.1,-34,7,3,0,6,-4
O=C(Nc1ccc(COc2ccccc2)cc1)Oc1ccccc1N1CCOCC1,-1.4,-2,0.0,6,7,-7,-4,-1,1
CCc1ccc(-c2cn3nc(-c4ccccc4)cnc3n2)cc1,2.4,-10,0.1,7,0,-4,-2,-2,2
COc1cc(CN2CCN(C(=O)c3cccc4ccccc34)CC2)cc(OC)c1O,0.6,-1,-0.1,3,1,-49,-1,1,2
CC(C(=O)NCc1ccccc1Cl)n1cc([N+](=O)[O-])cn1 (stereo not given),2.4,-2,0.1,6,2,8,-1,14,0
COc1ccc(S(=O)(=O)Nc2ccc(S(=O)(=O)Nc3ccc(F)cc3)cc2)cc1C,2.9,3,-0.1,-14,11,-35,6,-7,-1
CCSCCC(NC1=CC(=O)CC(C)(C)C1)C(=O)O (stereo not given),-0.1,4,0.1,-13,1,-3,-1,24,-2
Cc1ccc(N(CC(=O)NCC2CCCO2)C(=O)CCC(=O)Nc2ccccn2)cc1 (stereo not given),3.0,-1,0.1,27,1,-9,2,-7,-5
# Additional structures.
SMILES,PP5 inh,CTSL1 counter,Efflux pump mplx,JMJD2C inh,HCV core dimer,PREPL inh,PP1 inh,LYPLA2 counter,TPT1 inh
CCNc1c([N+](=O)[O-])c(=O)n(CC)c2ccccc12,-1.1,1,-0.2,2,-8,14,-3,-1,-6
Cc1nc2ccccc2n1CC(=O)OCC(=O)Nc1ccc2c(c1)OCCO2,-0.3,-2,-0.1,-16,-18,1,-2,0,1
CCCC(CCC(=O)Nc1ccn(-c2ccccc2)n1)C(=O)O (stereo not given),-0.4,-1,0.3,6,1,4,-3,-9,2
CCOc1ccc(OCc2ccc(C(=O)NCc3cccnc3)o2)cc1,4.6,-5,0.1,-6,5,-9,-1,13,-3
N=c1c(S(=O)(=O)c2ccc(Cl)cc2)cc2c(=O)n3ccccc3nc2n1C1CCCC1,-0.4,-1,0.0,2,12,-2,-4,8,10
CCOC(=O)c1c(N)sc2c1CCS(=O)(=O)C2,0.7,-1,0.1,3,-2,-1,3,-6,-3
COc1ccc(-c2csc(Cc3nnc(N4CCOCC4)n3-c3ccccc3)n2)cc1,-0.9,-2,0.0,0,-3,51*,2,3,-1
O=C(N1CCOCC1)N1CCN(c2ccccc2F)CC1,1.2,-4,-0.1,-8,-11,2,-1,3,-5
CCN(CC(=O)Nc1ccc(NC(C)=O)cc1)C(=O)c1cccc(S(=O)(=O)N2CCCC2)c1,-0.5,3,0.0,u,2,-7,-5,5,0
CCOC(=O)c1c(-c2ccc(C)o2)csc1NC(=O)CN1CCCCC1,0.8,10,0.1,14,6,2,6,0,-1
O=C(CN1C(=O)c2ccccc2S1(=O)=O)NCc1ccccn1,-1.8,2,-0.1,-9,-32,6,-5,7,-1
Cc1c(C(c2ccc(N(C)C)cc2)c2c(C)n(C)n(-c3ccccc3)c2=O)c(=O)n(-c2ccccc2)n1C,1.0,-3,0.0,4,11,-8,1,-16,0
CCOC(=O)N1CCN(C(=O)CCc2ccc(S(=O)(=O)NCCc3ccccc3)cc2)CC1,2.5,-1,0.0,-8&9,-2,19,-4,1,1

# Assay outcomes as filed in PubChem BioAssay.
